Source: PubChem BioAssay
RAD52 inh = blocks human RAD52 DNA annealing; P43351; inhibition, % at 18.7 µM; recombinant RAD52 DNA annealing, FRET fluorescence; hit rate 0.46% among 360,000;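 active = every replicate showing at least 50% inhibition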
ERAP1 HTS inh = blocks human ERAP1 aminopeptidase activity; Q9NZ08; recombinant ERAP1, Leu-AMC fluorescence, 60 min; inhibition, % at 10.7 µM; hit rate 0.15% among 340,000; AID 652197;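 active = mean replicate inhibition of at least 30%, or all replicates individually reaching that 30% level; inactive = mean below 30% and not every replicate reaching it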;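 also: 0% = neutral control wells and 100% = L-leucinethiol positive control wells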
XiGFP reactiv = reactivates the inactive X chromosome in mouse fibroblasts | AID 743238 | XiGFP mouse fibroblasts, % GFP-positive cells imaging, 3 d; cells co-treated with 5-aza-dC sensitizer; scaled so ellipticine positive control = 100% | hit rate 0.055% among 360,000 | activation, % at 7.58 µM;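 active = mean normalized replicate activation at least 10% and every replicate at or above 10%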;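 also: 0% = median of on-plate neutral control wells and 100% = ellipticine 6 µM median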
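Material: XiGFP fibroblasts, SV40-immortalized; Buffer or medium: DMEM containing 5-aza-dC; Compound dosing: single point; Times: 3 days compound exposure.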
INS-1E GSIS act = primary screen for activators of insulin secretion dependent on glucose, INS-1E cells, GLuc reporter luminescence; INS-1E GLuc reporter insulin secretion, 2-3 h; activation, % at 16.6 µM; hit rate 0.61% among 370,000; AID 743287;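 active = lowest replicate activation of at least 40%, so every replicate reaches that level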;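 also: 0% = median of neutral control wells and 100% = median of IBMX positive control wells; some compounds called inactive have numbers as strong as hits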
CFTR F508del cor = CFTR F508del correction in bronchial cells; CFBE cells, YFP halide quenching; stimulated with forskolin plus potentiator P3; % fluorescence drop versus neutral controls; activity (quench increase), % at 7.58 µM; hit rate 0.36% among 350,000;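 active = mean added fluorescence quench of at least 8% versus neutral control, with both replicates also reaching 8%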;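 also: cells transiently co-express mutant CFTR-F508del with the halide-sensitive YFP; corrector assay measuring rescue of mutant channel to the surface after 24 h compound exposure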
esBAF inh = blocks esBAF chromatin remodeling in mouse ES cells. Bmi1-luciferase knock-in reporter, 24 h; 100% = twice the neutral-well signal. reporter increase, % at 12.5 µM. hit rate 2% among 350,000. AID 602393; in the data active = activation above about 40%;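 also: 0% = median of the plate's neutral control wells and 100% = double that signal; a rise in the Bmi1 reporter signal indicates esBAF inhibition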
RAD54 branch = inhibitors of human RAD54 branch migration; Q92698; RAD54 Holliday junction branch migration, FAM/BHQ fluorescence; inhibition, % at 10.4 µM; hit rate 0.14% among 360,000;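 active = mean normalized replicate activity at least 40 and at least half of replicates scoring 40 or more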;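 also: 0% = median of neutral control wells and 100% = median of positive control wells; inhibitors cause a drop in the FAM fluorescence signal; in these data hits start at about 50%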
Target sequence (Q92698 whole entry, looked up): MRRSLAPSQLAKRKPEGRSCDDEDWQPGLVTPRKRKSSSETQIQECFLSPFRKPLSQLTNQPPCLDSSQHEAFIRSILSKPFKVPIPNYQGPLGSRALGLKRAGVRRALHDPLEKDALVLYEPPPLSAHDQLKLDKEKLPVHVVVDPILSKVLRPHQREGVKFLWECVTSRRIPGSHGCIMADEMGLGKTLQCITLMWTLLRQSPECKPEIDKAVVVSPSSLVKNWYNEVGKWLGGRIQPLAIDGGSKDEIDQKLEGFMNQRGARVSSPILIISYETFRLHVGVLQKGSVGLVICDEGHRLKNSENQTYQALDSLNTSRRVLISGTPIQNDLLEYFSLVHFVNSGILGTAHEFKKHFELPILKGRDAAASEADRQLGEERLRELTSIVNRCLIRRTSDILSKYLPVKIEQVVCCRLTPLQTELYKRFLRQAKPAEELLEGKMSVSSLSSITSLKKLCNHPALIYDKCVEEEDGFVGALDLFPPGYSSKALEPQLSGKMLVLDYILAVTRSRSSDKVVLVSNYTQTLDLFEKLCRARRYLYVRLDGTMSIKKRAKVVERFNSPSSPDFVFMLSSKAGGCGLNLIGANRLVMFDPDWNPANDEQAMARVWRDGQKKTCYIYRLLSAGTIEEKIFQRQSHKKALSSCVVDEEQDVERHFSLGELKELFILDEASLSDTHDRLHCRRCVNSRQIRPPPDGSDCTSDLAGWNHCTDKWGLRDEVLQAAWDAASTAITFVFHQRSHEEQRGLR
ARNT TACC3 PPI = ARNT/TACC3 interaction disruption | Q9Y6A5 | AlphaScreen His-ARNT PAS-B/GST-TACC3 binding, luminescence; TACC3 fragment carries E629A point mutation | inhibition, % at 9.99 µM | hit rate 0.66% among 390,000 | AID 623870;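 active = mean inhibition of replicates at least 50% and at least half of replicates each reaching 50%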;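 also: 0% = complete ARNT plus TACC3 wells and 100% = ARNT alone without TACC3; many hits fall short of the cut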
Starred values were filed as active, the others as inactive; nt = not tested or not shown; & = joins results of further samples.

nr	Molecule	esBAF inh	RAD54 branch	XiGFP reactiv	CFTR F508del cor	ERAP1 HTS inh	INS-1E GSIS act	RAD52 inh	ARNT TACC3 PPI
1	COc1ccccc1NC(=O)N[C@H]1CC[C@H](CC(=O)NCc2ccc(Cl)c(Cl)c2)O[C@H]1CO	9	5	0.3	-3.3	-3	-16	-3	4
2	Cc1ccc(S(=O)(=O)N2CCCOC2CNC(=O)C(=O)NCc2ccccc2C)cc1 (configuration not stated)	-7	-6	-0.1	-3.2	1	-24	3	9
3	C[C@H](CO)N1C[C@H](C)[C@@H](CN(C)Cc2ccc(Cl)c(Cl)c2)OCCCC[C@H](C)Oc2ccc(NC(=O)Nc3ccccc3)cc2C1=O	-4	-4	0.6	-3.3	2	3	-3	-1
4	C=CCNC(=O)/C(C#N)=C/c1c(N(Cc2ccccc2)Cc2ccccc2)nc2ccccn2c1=O	nt	-4	0.1	-1.0	-1	-11	-96	nt
5	C[C@H]1CN(C(=O)OC(C)(C)C)CCN1c1ccc(N2CC[C@@H](O)C2)c(C#N)c1	nt	nt	0.6	-3.1	7	nt	-5	nt
6	Cc1cccc(OCCCCNCc2ccccc2)c1	nt	nt	0.0	-1.5	-4	-2	9	-24
7	Cc1ccc(S(=O)(=O)NNC(=O)c2sc(=S)n(C)c2C)cc1	6	-12	0.2	nt	0	nt	-9	7
8	CSCC(O)Cn1ncc2ccccc2c1=O (configuration not stated)	nt	nt	0.4	1.6	-2	30	4	-1
9	NS(=O)(=O)c1ccc(NC(=O)/C=C/c2cn(-c3ccccc3)nc2-c2cccc(Cl)c2)cc1	nt	nt	0.0	-1.4	-1	26	-46	19
10	C[C@H](CO)N1C[C@H](C)[C@H](CN(C)C)OCCCC[C@H](C)Oc2ccc(NS(=O)(=O)c3ccc(F)cc3)cc2C1=O	-1	-3	0.4	-0.3	1	4	-4	-2
11	CC[C@]1(c2cccc(C)c2)C(=O)N(C(=O)OC)N1C(=O)OC	-5	-4	0.0	2.8	-3	-2	-27	-1
12	Cc1cccc(-c2ccc(C3[C@@H]4CN(Cc5cccnc5)C[C@H]3N4)cc2)c1 (some centres not stated)	nt	nt	0.1	0.5	-3	8	24	nt
13	C[C@H](CO)N1C[C@H](C)[C@@H](CN(C)C(=O)Nc2ccc3c(c2)OCO3)Oc2ccc(NC(=O)Cc3cn(C)c4ccccc34)cc2C1=O	nt	nt	-1.2	0.4	-2	-10	23	nt
14	CC(=O)N(C)C[C@H]1Oc2ncc(C#Cc3ccccc3F)cc2C(=O)N([C@H](C)CO)C[C@@H]1C	-1	3	0.4	-1.6	4	-1	3	-8
15	CC(C)(C)c1ccc(Oc2ccc(NC(=O)CCCC(=O)O)cn2)cc1	nt	-7	0.0	0.5	0	0	-8	-11
16	Cc1cccn2cc(CCNC(=O)c3ccco3)nc12	7	-7	0.1	-0.9	0	14	-1	-2
17	O=C(O)c1cccc(-c2noc(-c3cccc(Cl)c3)n2)c1	-82	-1	0.0	1.6	1	nt	-2	-4
18	O=C(CSc1nnc(-c2ccncc2)o1)Nc1cccc(F)c1	56*	-4	0.2	2.5	1	5	-10	-4
19	COc1ccc(NC(=O)N(C)C[C@H]2Oc3ccc(NC(=O)Nc4ccc5c(c4)OCO5)cc3C(=O)N([C@H](C)CO)C[C@@H]2C)cc1	10&-9	3&5	-1.0&0.1	1.3&-1.3	-1&0	11&-6	10&0	7&6
20	C[C@H](CO)N1C[C@H](C)[C@@H](CN(C)C(=O)CCN2CCCCC2)Oc2ncc(C#Cc3ccccn3)cc2C1=O	-4	-8	0.1	-2.9	0	-2	-35	-1
21	CC(=O)N1[C@H](CO)[C@@H](c2ccccc2)C12CN(C(=O)Nc1ccccc1F)C2	nt	nt	0.1	-0.4	1	0	-2	nt
22	Cc1cccc(N=Cc2c(O)cc(C)oc2=O)c1	nt	nt	0.0	-0.6	-2	-1	-49	-2
23	O=C(Nc1cccc(NC(=O)c2ccc(Br)o2)c1)c1ccccc1	2	-2	0.0	-1.3	-7	0	-38	1
24	O=C(C[C@H]1CC[C@@H](NS(=O)(=O)c2ccccc2)[C@@H](CO)O1)NCc1ccc(Cl)c(Cl)c1	nt	nt	-0.1	-6.4	-3	-34	-10	nt
25	C[C@H](CO)N1C[C@H](C)[C@H](CN(C)Cc2cccc(F)c2)Oc2cc(-c3ccc(F)cc3)ccc2S1(=O)=O	-5	nt	-0.7	1.5	nt	-28	nt	nt
26	COc1ccc2c3c(n(C)c2c1)[C@@H](CO)N(Cc1nccs1)CC31CN(C(C)=O)C1	nt	nt	0.4	2.4	-4	28	7	nt
27	Cc1ccccc1S(=O)(=O)N(CC(O)CN1C(=O)NC(C)(C)C1=O)c1ccccc1 (configuration not stated)	-2	7	-0.1	0.0	-4	36	-16	-4
28	Nc1ccc(Oc2ccc(F)cc2)nc1	-2	nt	0.1	-1.0	nt	nt	-18	-9
29	COc1cc(-c2cnc3c(NC(C)=O)cc(-c4ccc(N5CCN(C)CC5)cc4)cn23)cc(OC)c1OC	-17	31	0.5	-0.7	0	nt	26	nt
30	CO[C@@H]1CC[C@H]2CCN(C)C(=O)[C@@H](C)CN(C)C(=O)c3cccc(C#N)c3OC[C@H]1O2	1	-1	0.0	nt	1	14	-1	-18
31	C[C@@H]1CN([C@H](C)CO)C(=O)c2cccc(NC(=O)c3ccncc3)c2O[C@H]1CN(C)C	1	-3	0.1	1.5	2	1	9	-5
32	Cc1noc(C)c1S(=O)(=O)N(C)C[C@H]1OCCCC[C@@H](C)Oc2ccc(NC(=O)CCC(F)(F)F)cc2C(=O)N([C@@H](C)CO)C[C@H]1C	-2	0	0.1	-4.7	nt	-19	nt	-1
33	Nc1ncnc2c1ncn2[C@@H]1O[C@H](C(=O)NCC2CCN(Cc3ccccc3)CC2)[C@@H](O)[C@H]1O	0	-4	-0.1	1.8	-2	-1	11	nt
34	Cc1c(C(=O)N2c3ccccc3Sc3ccccc32)cccc1[N+](=O)[O-]	nt	nt	0.0	-2.3	-3	-4	0	-2
35	COc1ccccc1NC(=O)COC(=O)c1[nH]c(=O)[nH]c(=O)c1N	-1	-5	0.1	3.5	1	2	-15	3
36	COc1cc2[nH]c3c(=O)n(N)c(=O)[nH]c3c2cc1OC	0	1	0.0	0.1	-3	1	-4	0
37	N#Cc1cccc(S(=O)(=O)NCC(=O)NCCCc2ccccc2)c1	3	-8	0.1	-0.4	-3	-9	-9	nt
38	COc1ccc(CCNC(=O)CSc2nccc(=O)[nH]2)cc1OC	nt	nt	-0.1	0.3	-2	14	-13	nt
39	CC1SCC(=NOCc2c(Cl)cccc2Cl)CS1 (configuration not stated)	nt	4	-0.1	0.1	1	-4	-7	-2
40	O=C(O)C[C@H]1C[C@H]2c3cc(NC(=O)Nc4ccc(C(F)(F)F)cc4)ccc3O[C@H]2[C@H](CO)O1	0	2	0.0	0.4	nt	6	-5	nt
41	C[C@@H]1CCCCO[C@H](CN(C)Cc2ccncc2)[C@@H](C)CN([C@@H](C)CO)C(=O)c2cc(NC(=O)c3ccncc3)ccc2O1	nt	-14	0.2	-0.1	11	-4	8	-4
42	CCCCN1C(=O)C(=O)c2cc(Cl)ccc21	-2	7	0.1	2.8	-4	-48	1	-3
43	O=C(CN1CCN(S(=O)(=O)N2CCCCC2)CC1)Nc1cc(Cl)cc(Cl)c1	-4	3	0.0	1.3	4	-34	-13	-23
44	COC(=O)c1sccc1NC(=O)c1ccc(OC)cc1OC	0	-1	-0.1	nt	nt	22	nt	-3
45	C[C@@H]1CN([C@@H](C)CO)C(=O)Cc2cc(NC(=O)c3ccncc3)ccc2O[C@@H]1CN(C)C(=O)Nc1ccccc1	1	nt	0.1	0.2	nt	14	nt	nt
46	CCCCn1c(N)c(N(CC(C)C)C(=O)c2ccc(F)c(S(=O)(=O)N3CCOCC3)c2)c(=O)[nH]c1=O	2	2	-0.1	-1.1	0	18	-10	-3
47	Fc1ccccc1N1CC(c2ccccc2)C(c2cccs2)=N1 (configuration not stated)	8	-2	nt	nt	nt	-35	nt	-66
48	N=C1/C(=C\c2ccc(-c3cccc(C(=O)O)c3)o2)C(=O)N=C2SC=C(c3ccccc3)N12	15	nt	-0.1	1.6	-1	12	-50	0
49	COc1cccc(-c2ccc3n(c2=O)C[C@@H]2[C@@H](CO)[C@H](C(=O)N(C)C)[C@H]3N2C(=O)c2cnccn2)c1	0	-9	0.4	0.5	-6	5	4	4
50	COc1cc(O)oc1C=Nc1ccc(C(=O)O)cc1	0	nt	-0.1	nt	nt	5	nt	-26

Further results follow:
nr	Molecule	esBAF inh	RAD54 branch	XiGFP reactiv	CFTR F508del cor	ERAP1 HTS inh	INS-1E GSIS act	RAD52 inh	ARNT TACC3 PPI
51	O=C(c1ccc2c(c1)OCO2)N1CC(=O)N2[C@H](CO)[C@H](c3ccc(C#Cc4ccccc4)cc3)[C@@H]2C1	nt	nt	0.4	4.1	1	-42	-1	nt
52	C[C@H](CO)N1C[C@H](C)[C@H](CN(C)C(=O)c2cccc(F)c2)Oc2cc(-c3cccc(F)c3)ccc2S1(=O)=O	4	12	-1.0	2.0	0	-8	0	-1
53	NC(=O)CC(NC(=O)Cc1cccc2ccccc12)c1ccc(NCc2ccccn2)c([N+](=O)[O-])c1 (configuration not stated)	-10	1	0.0	0.7	-3	9	7	20
54	Cc1nc(CC(=O)NNS(=O)(=O)c2ccc(F)c(Cl)c2)cs1	-2	0	0.3	nt	nt	14	nt	-1
55	Cc1ccc(NC(=O)c2sc(N)nc2-c2ccc([N+](=O)[O-])cc2)c(C)c1	nt	nt	-0.2	-4.0	nt	18	-12	-3
56	COC(=O)c1cc(C(=O)Nc2nnc(C3CC3)s2)cc([N+](=O)[O-])c1	4	nt	-0.1	nt	nt	2	nt	-16
57	Cc1ccc2[nH]c(=O)c(CN(CC3COCCO3)C(=O)Nc3ccccc3C)cc2c1 (configuration not stated)	nt	nt	0.0	-0.7	0	-3	0	14
58	C[C@H]1CCCCO[C@@H](CN(C)Cc2ccccc2)[C@@H](C)CN([C@@H](C)CO)C(=O)c2cc(NC(=O)Nc3ccccc3)ccc2O1	1	-3	-0.1	0.2	2	-11	9	10
59	COc1ccc(NC(=O)Nc2ccc(OCC(=O)N3CCOCC3)cc2)cc1OC	1	-2	nt	nt	1	10	-8	10
60	O=C(NC1(C(F)(F)F)N=C(c2ccccc2)NC1=O)c1ccccc1 (configuration not stated)	nt	-2	0.2	nt	5	7	-13	-7
61	O=C(Nc1ccc(Cl)c(Cl)c1)N[C@@H]1CC[C@H](CCn2cc(C3CC3)nn2)O[C@@H]1CO	-11	3	-0.2	-1.8	-2	-22	1	-2
62	Cn1ncc2c(N3CCC(Cc4ccccc4)CC3)ncnc21	9	nt	0.3	0.9	8	-12	-6	-5
63	CCOC(=O)CC(=O)CSc1nc(N)c(C#N)c(-c2ccc(F)cc2)c1C#N	-9	-3	nt	nt	nt	-24	nt	3
64	CCC(=O)N(C)C[C@@H]1Oc2ncc(C#CCc3ccccc3)cc2C(=O)N([C@@H](C)CO)C[C@H]1C	-7	-10	0.5	3.4	-1	-5	6	-7
65	COc1ccccc1OCCNC(=O)C(c1ccccc1)c1ccccc1	nt	nt	-0.1	0.7	nt	nt	-2	-4
66	Cn1c(NC(=O)c2ccc(F)cc2)nc2ccccc21	-2	-3	0.2	0.3	-3	12	-16	-40
67	CCN(Cc1ccccc1)C1CCN(Cc2ccc(SC)cc2)CC1	-9	-18	0.0	1.7	-4	9	-11	4
68	CCCN(CCc1ccccc1)C1CCc2c(O)cccc2C1 (configuration not stated)	-5	-7	0.2	4.2	0	nt	-12	-1
69	NC(=O)COC(=O)c1ccc2c(c1)C(=O)N(Cc1ccco1)C2=O	-6	7	0.0	1.4	1	nt	4	1
70	CC(C)COP(=O)(OCC(C)C)C(Nc1ccccc1)c1ccc(F)cc1 (configuration not stated)	nt	nt	0.0	nt	-1	-55	3	-6
